Compound activity as filed in PubChem.
MIN6 prolif = inducers of MIN6 beta-cell proliferation, primary screen, ATP luminescence, uHTS. MIN6 cells proliferation, ATPlite luminescence, 48 h; cells starved in 0.2% serum; 100% = growth in 10% serum. proliferation, % at 10 µM. 0.29% of 330,000 active. AID 2380, 2010;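 active means compounds whose signal lies at least 3.5 SD above the mean of all wells on their plate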;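 further: 0% = DMSO-treated cells in low-serum medium and 100% = 10% serum control; some compounds called inactive have numbers as strong as hits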
UBC13 inh = UBC13 polyubiquitin chain formation inhibitors, primary screen, biochemical, TR-FRET, uHTS. Ubiquitin-conjugating enzyme E2 N (Homo sapiens), P61088. inhibition, % at 20 µM. 0.47% of 330,000 active; in the data active means inhibition above about 45%, passing the limit was not always enough
SENP7 block = SENP7 protease inhibitors, primary screen, biochemical, luminescence, uHTS. Sentrin-specific protease 7 (Homo sapiens), Q9BQF6. recombinant SENP7, Z-RLRGG-aminoluciferin luminescence, 40 min. inhibition, % at 5 µM. 1.5% of 330,000 active. AID 434973, 2010;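 active means inhibition above about 50% at the single test dose, limit read from the data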;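 further: plate controls were DMSO with enzyme for no effect and no enzyme buffer wells for full effect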
SENP1 FRET inh = human SENP1 catalytic domain inhibitors, primary screen, biochemical, FRET, uHTS; 0.21% of 360,000 active; inhibition, % at 10 µM; recombinant SENP1 catalytic domain, CyPet-SUMO1-YPet FRET cleavage; Sentrin-specific protease 1 (Homo sapiens), Q9P0U3;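 active means inhibition at least 30% at 10 µM, raw YFP signal under a set limit, fluorescence ratio 0.5 to 1.5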;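 further: 0% = enzyme with DMSO and 100% = no enzyme wells; some results filed as inactive read as strong as hits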
Target sequence (Q9P0U3 419-644 limits assumed): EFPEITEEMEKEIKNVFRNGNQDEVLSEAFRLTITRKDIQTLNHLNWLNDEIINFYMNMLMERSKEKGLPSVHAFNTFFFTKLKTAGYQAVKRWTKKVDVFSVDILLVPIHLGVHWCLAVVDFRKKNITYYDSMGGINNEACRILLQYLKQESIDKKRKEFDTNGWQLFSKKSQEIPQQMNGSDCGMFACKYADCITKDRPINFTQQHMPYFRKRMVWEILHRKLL
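Material: hSENP1 catalytic domain, recombinant; medium: Tris pH 8 with BME, BSA, NP40 and catalase; compound: single concentration of 10 µM compound, 0.5% DMSO final; technique: FRET read of cyan and yellow fluorescence; timing: 50 min enzyme reaction, room temperature, light-protected; reagent: SFCypet-SUMO1-SFYpet substrate at 25 nM; control set: no-enzyme low, enzyme-DMSO high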
PfG6PD inh = PfG6PD enzyme inhibitors, primary screen, biochemical, fluorescence intensity, uHTS; PfGluPho enzyme, NADPH resazurin-diaphorase fluorescence; glucose-6-phosphate dehydrogenase-6-phosphogluconolactonase (Plasmodium falciparum 3D7); inhibition, % at 20 µM; 0.78% of 350,000 active;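 active means inhibition reaching at least a set limit at 20 µM in the primary screen, cut at about 59% in these data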;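 further: 0% = DMSO wells with substrate and 100% = DMSO wells lacking glucose-6-phosphate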
SENP6 block = SENP6 protease inhibitors, primary screen, biochemical, luminescence, uHTS | AID 2599, 2010 | inhibition, % at 10 µM | 1.8% of 330,000 active | Recombinant SENP6 catalytic domain, aminoluciferin luminescence;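 active means inhibition above about 50% at the single tested dose, limit read from the data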;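 further: plate controls were DMSO wells with enzyme for no effect and DMSO wells lacking enzyme for full effect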
Target sequence (Q9GZR1 628-1112 limits assumed): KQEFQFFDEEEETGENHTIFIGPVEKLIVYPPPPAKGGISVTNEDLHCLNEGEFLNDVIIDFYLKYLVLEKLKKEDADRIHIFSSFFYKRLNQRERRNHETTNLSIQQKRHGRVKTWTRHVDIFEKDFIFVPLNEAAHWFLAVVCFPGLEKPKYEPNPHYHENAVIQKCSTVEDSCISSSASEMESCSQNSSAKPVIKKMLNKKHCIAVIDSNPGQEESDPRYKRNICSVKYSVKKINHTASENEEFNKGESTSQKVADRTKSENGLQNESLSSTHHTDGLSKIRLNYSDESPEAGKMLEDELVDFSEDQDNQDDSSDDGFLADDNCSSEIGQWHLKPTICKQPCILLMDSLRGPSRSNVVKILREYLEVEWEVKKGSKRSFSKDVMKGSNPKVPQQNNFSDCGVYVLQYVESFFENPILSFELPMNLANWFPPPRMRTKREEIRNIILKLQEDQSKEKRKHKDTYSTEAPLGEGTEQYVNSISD
SENP8 block-1 = SENP8 protease inhibitors, primary screen, biochemical, luminescence. Sentrin-specific protease 8 (Homo sapiens), Q96LD8. purified SENP8, Z-RLRGG-aminoluciferin cleavage. inhibition, % at 10 µM. 1.2% of 330,000 active. AID 2540, 2010; in the data active means inhibition above about 50%
Target sequence (Q96LD8 whole entry, looked up): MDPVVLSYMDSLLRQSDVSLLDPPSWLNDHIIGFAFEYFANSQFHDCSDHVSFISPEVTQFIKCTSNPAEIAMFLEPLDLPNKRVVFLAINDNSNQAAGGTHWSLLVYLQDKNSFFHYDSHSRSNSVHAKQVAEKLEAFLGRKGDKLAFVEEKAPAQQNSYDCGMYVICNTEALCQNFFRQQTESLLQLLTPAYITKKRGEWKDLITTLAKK
HKDC1 inhibitor = HKDC1 hexokinase inhibitors, primary screen, biochemical, fluorescence, uHTS; Q2TB90; recombinant HKDC1, G6PDH/diaphorase resazurin coupled fluorescence; inhibition, % at 20 µM; 0.16% of 340,000 active; AID 493160, 2011;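 active means inhibition above about 35% when tested at 20 µM, limit read from the data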;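 further: plate controls were DMSO wells with enzyme for no effect and DMSO wells lacking enzyme for full effect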
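Test system: Recombinant HKDC1 (HK5) hexokinase enzyme, produced in-house | Input: HKDC1 at 5 µg/mL | Buffer or medium: Tris pH 8.0 buffer with MgCl2, Tween-20, BSA, BME | Schedule: 90 min reaction incubation at room temperature, dark | Technique: Resazurin-to-resorufin fluorescence via G6PDH and diaphorase coupling, 525/613 nm | Controls: DMSO wells with and without enzyme mix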
SENP8 block-2 = human SENP8 protease inhibitors, primary screen, biochemical, fluorescence, Nedd8 protein substrate, uHTS. recombinant SENP8. inhibition, % at 20 µM. AID 602440, 2012. Sentrin-specific protease 8 (Homo sapiens), Q96LD8. 0.64% of 360,000 active; in the data active means inhibition mostly above about 40%, no sharp cut-off; inactive means mostly below about 27%
* = called active by the depositor; · = not tested or not shown.

Order of values – MIN6 prolif, UBC13 inh, SENP7 block, SENP1 FRET inh, PfG6PD inh, SENP6 block, SENP8 block-1, HKDC1 inhibitor, SENP8 block-2
> CC(=O)NC1C(=O)Nc2c(C)cc(C)cc21 (stereo not drawn)
→ 0, -2, -1, 0, -25, -9, 0, -7, 22
> Cc1nc2ccc(S(=O)(=O)NCC(=O)N3CCOCC3)cc2s1
→ -2, 5, 2, 0, 6, -16, 1, -6, 22
> CCC(=O)Nc1ccccc1-c1nnn(CC(=O)N2c3ccccc3CC2C)n1 (stereo not drawn)
→ 1, 4, 3, 1, 32, 8, 1, -14, 5
> COc1ccccc1OCC(=O)Nc1ccccc1C(=O)N1CCCCC1
→ 5, 0, -3, 2, -24, 12, 8, -1, 15
> CCOC(=O)COc1ccc(S(=O)(=O)N2CCN(c3ccccc3F)CC2)cc1
→ -4, -4, -3, 4, -11, -11, -7, 14, 10
> CCOc1ccc(C(=O)NCCCN(CC)CC)cc1
→ -3, 2, 1, 2, 12, -14, -2, -6, 13
> O=C(NC1CC1)c1nc(Cn2cc([N+](=O)[O-])cn2)no1
→ 0, 9, -6, -1, 17, -12, -7, -5, 8
> N#Cc1ccc(OCC(=O)NCC(c2cccs2)N2CCOCC2)cc1 (stereo not drawn)
→ 7, 3, 1, -1, -5, 8, -1, -5, -4
> CC1=CC(=O)CC2C1(C)CCC(C)C2(C)CCC(C)CC(=O)O (stereo not drawn)
→ -2, -13, -5, -2, -23, -3, -7, 1, 19
> COC(=O)[C@H](C)NC(=O)NCc1ccc(S(N)(=O)=O)cc1
→ 1, 20, 0, 2, -14, -10, 3, -7, 6
> CC(C(=O)N1CCCC1)N(c1ccccc1)S(C)(=O)=O (stereo not drawn)
→ -1, -2, -3, 3, ·, 13, 4, ·, 16
> Cc1ccccc1C(=O)Oc1cc(N)n(S(=O)(=O)c2ccccc2)n1
→ -1, -10, -3, 5, -1, -14, -8, 7, 7
> CCCCc1nc2cc(C(=O)N3CCC(OCCOC)CC3)ccc2o1
→ 10, -4, 9, 0, -10, -13, -4, -2, 18
> O=c1[nH]n2cc(-n3cc([N+](=O)[O-])cn3)cnc2c1Br
→ -2, 0, -1, 2, -1, 15, -5, -7, 19
> CC(C)=CCC1=C(OCC(=O)O)C(=O)c2ccccc2C1=O
→ -4, -87, 36, 5, 58, -17, 76*, 23, 72*
> CCOC(=O)CSc1nnc(NC(=O)c2ccc3c(c2)OCO3)s1
→ -6, 5, 0, 2, 50, 10, -6, -8, -40
> COc1ccccc1N1CCN(c2nc(N)c(C#N)c(CC#N)c2C#N)CC1
→ 3, -2, 2, 8, 9, 6, -5, 0, -8
> CCOC(=O)N1CCN(C(=O)COC(=O)c2cc(C)ccc2C)CC1
→ 4, 14, -7, 1, 0, 2, 6, -8, 9
> COc1ccccc1NC(=S)N1CCN(c2ccc(F)cc2)CC1
→ -1, 2, 3, 1, -6, -9, 2, -4, 5
> CCOc1ccc2[nH]c(=O)c(C(c3nnnn3CC3CCCO3)N3CCc4ccccc4C3)cc2c1 (stereo not drawn)
→ -3, -2, 15, 10, 2, 16, 3, 2, -197
> COc1ccc(C(=O)c2c3ccc(C(F)(F)F)cc3[n+]([O-])n2CCCC(N)=O)cc1
→ -3, -15, -17, 1, -8, -33, -10, -4, 23
> CCOC(=O)c1ccc(NC(=O)C23CCC(C)(C(=O)O2)C3(C)C)cc1 (stereo not drawn)
→ -2, -1, 2, -1, 5, 7, -3, -17, 15
> CCOc1ccc(-c2nc(-c3ccccc3C)no2)cc1
→ -3, 11, 99*, ·, ·, 93*, 95*, ·, ·
> c1ccc(-c2nnc3sc(CN4CCc5ccccc54)cn23)cc1
→ -1, 5, 5, 1, -6, 4, 7, -6, 8
> C=CCSc1nc2c(c(C3CC=CCC3)c1C#N)CCC2 (stereo not drawn)
→ -4, 12, -2, -1, -19, -13, -1, 1, 24
> CCCCn1c(/N=C/c2ccc3c(c2)OCO3)nc2ccccc21
→ -1, -4, 15, 0, 13, -24, -32, 6, -2
> COc1ccc(C(=O)Nc2ccccc2)cc1NC(=O)c1cccs1
→ -4, -8, 16, -3, -8, -9, -8, -3, 4
> Cc1cc(Br)cc(C)c1OCC(=O)NNC(=O)c1cccs1
→ -1, -1, -5, 2, -29, 4, -1, -1, 13
> O=C(COc1cccc(C(F)(F)F)c1)NCCCN1CCCC1=O
→ 1, 3, -8, -3, -11, -6, -6, -5, 3
> O=C(NCC1COc2ccccc2O1)c1ccc(F)c(S(=O)(=O)N2CCOCC2)c1 (stereo not drawn)
→ -4, 0, -9, 0, -13, -8, 2, -3, 3
> CCN(CC(=O)Nc1cc(Cl)ccc1C)C(=O)C1CC(=O)N(Cc2ccccc2)C1 (stereo not drawn)
→ -2, -6, -12, 0, -4, -6, 2, -8, 15
> O=C(c1ccc(-c2ccccc2)c(F)c1)C1CCCN(CCCn2cccn2)C1 (stereo not drawn)
→ -7, 6, -15, -2, 8, -17, -9, -3, 21
> Cc1cc(N=Nc2ccc(Cl)cc2)cc(CN2CCCC2)c1O
→ -4, -71, -11, 6, 8, -6, -7, 6, 43*
> CCCCCN(C(=O)CCC(=O)OCCOc1ccc(OC)cc1)c1c(N)n(CCCC)c(=O)[nH]c1=O
→ 0, -1, -4, -1, 2, -1, 7, -2, 4
> O=C(NCCOc1ccccc1F)c1cc([N+](=O)[O-])ccc1N1CCOCC1
→ -4, -2, -8, 2, 2, -10, 1, -2, 14
> Cc1c(Cl)cccc1-c1ccc(/C=N/n2cnnc2)o1
→ 0, 2, -4, -1, 14, -12, -10, -6, -30
> CN1CCCN(C(=O)CNC(=O)c2ccc(Cl)cc2Cl)CC1
→ -2, -4, -2, 1, -13, -20, -6, -7, 1
> CCOC(=O)C1CCN(C(=O)CN2C(=O)c3cccnc3Oc3ccccc32)CC1
→ -3, -5, 10, 2, 8, 9, -4, -8, 2
> CCc1ccc2oc(-c3ccc(OC)cc3)cc(=Nc3c(C)n(C)n(-c4ccccc4)c3=O)c2c1
→ -7, 1, 99*, -2, 10, 97*, 84*, 14, -448
> CC(=O)Nc1cc(C(=O)N2CCN(C)CC2)ccc1Sc1ccc(C)cc1
→ -4, 0, -4, 0, -6, 3, 6, -13, 16

Single values from the entries so far.
CC(=O)Nc1cc(C(=O)N2CCN(C)CC2)ccc1Sc1ccc(C)cc1 in UBC13 inh is listed with 0
O=C(NCCOc1ccccc1F)c1cc([N+](=O)[O-])ccc1N1CCOCC1 in MIN6 prolif is listed with -4

Quoted from the listing for reference:
Order of values – MIN6 prolif, UBC13 inh, SENP7 block, SENP1 FRET inh, PfG6PD inh, SENP6 block, SENP8 block-1, HKDC1 inhibitor, SENP8 block-2
> CC(=O)NC1C(=O)Nc2c(C)cc(C)cc21 (stereo not drawn)
→ 0, -2, -1, 0, -25, -9, 0, -7, 22
> Cc1nc2ccc(S(=O)(=O)NCC(=O)N3CCOCC3)cc2s1
→ -2, 5, 2, 0, 6, -16, 1, -6, 22

The listing continues:
Order of values – MIN6 prolif, UBC13 inh, SENP7 block, SENP1 FRET inh, PfG6PD inh, SENP6 block, SENP8 block-1, HKDC1 inhibitor, SENP8 block-2
> Cc1ccc(NC(=O)c2ccc3c(=O)n4c(nc3c2)CCC4)cc1S(=O)(=O)N(C)C
→ 3, -6, -3, -6, 35, -12, -4, 0, -102
> COc1ccc(CC(=O)NCC2CCCN(Cc3cccc(C(F)(F)F)c3)C2)cc1 (stereo not drawn)
→ -5, -7, -7, -2, -15, 5, -3, 4, 18
> Cc1cc(NC(=O)c2ccccc2)ncc1NC(=O)c1ccco1
→ -1, 9, 91*, -12, 24, 91*, 80*, 9, -2
> Cc1ccc(S(=O)(=O)N2c3ccccc3-c3c(ssc3=S)C2(C)C)cc1
→ -3, -13, 1, 4, -10, -18, -14, 8, 23
> CCOc1cc(N2CCOCC2)c(OCC)cc1NC(=O)c1[nH]c(C)c(C(C)=O)c1C
→ -5, -3, 6, 2, 7, 0, -1, -1, -42
> CSc1nnc(-c2sc3cc(C(F)(F)F)cnc3c2-c2cccnc2)n1C
→ -2, 1, 9, 1, -3, -15, -9, -8, -353
> CCOc1ccc(N(CC(=O)NCc2ccc(F)cc2)C(=O)c2ccco2)cc1
→ 6, 1, -9, 1, -2, -11, -2, -4, 15
> Cc1ccc(S(=O)(=O)n2ccc(-c3ccc(OCc4c(F)cccc4Cl)cc3)n2)cc1
→ -1, 9, 1, 1, 4, -1, -1, 0, 10
> CCCCN(CC)C(=O)Cn1nc(Cc2ccncc2)c2ccccc2c1=O
→ -2, -2, -3, 0, 8, 7, -3, -7, 13
> CCC1Oc2ccccc2N(CC(=O)NC2CCCCC2C)C1=O (stereo not drawn)
→ 1, -2, 5, 1, -17, 13, -2, 4, 17
> NC(=O)c1ccc(NC(=O)CN2CCN(S(=O)(=O)c3ccc4c(c3)OCCO4)CC2)cc1
→ -3, 6, 1, -3, 6, -2, 11, -4, -2
> Cc1ccc(-c2noc(/C=C/c3ccccc3)n2)cc1
→ -1, 0, 4, 0, 16, 22, 14, -6, 10
> Cc1nc2cc(Nc3nnc(-c4ccccc4)c4ccccc34)ccc2n1C
→ -4, 6, 5, 1, 8, 9, -5, -8, -29
> Cn1c(=O)c2c(nc(Oc3ccc4c(c3)OCO4)n2Cc2ccc(Br)cc2)n(C)c1=O
→ 2, 16, 5, ·, -8, -19, 3, -4, ·
> Cc1sc2ncn(CCC(=O)O)c(=O)c2c1C
→ -2, 4, -4, 2, -8, -3, -5, -3, 11
> CC1CN(C(=O)CCNC(=O)c2ccc(Cl)cc2)CC(C)O1 (stereo not drawn)
→ -2, 3, 6, 1, -3, -20, -8, -1, 5
> Cc1ccc(OCc2nnc(SCCN3CCOCC3)n2C)cc1
→ -1, 9, 7, 2, -1, 11, -7, 0, 5
> O=C(NC1CCCC1)c1ccc(CS(=O)Cc2ccccc2Cl)o1 (stereo not drawn)
→ -4, 2, 4, 2, 0, 16, 11, -1, 13
